aSyn yeast rescue – inhibitors of alpha-synuclein toxicity in yeast; S. cerevisiae alpha-synuclein toxicity rescue, BacTiter-Glo growth, 24 h; Potency, µM (highest dose often 46.1 µM), inactives show top-dose growth rescue (activation), hits mostly activators; 0.02% of 94,000 active; active = well fitted activation curve with a large enough effect; inconclusive = small, poorly fitted or top-dose-only effect; also: 0% is about no effect
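Growth restoration measured by BacTiter-Glo luminescence after 24 hr at 30 deg C; alpha-synuclein yeast, raffinose-pregrown to mid-log, were added at OD600=0.02 in galactose medium onto pinned compounds.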
* marks the source's active call; other numbers are inactive results; ? = inconclusive. Potency is read from the fitted curve at half-maximal effect. Some of the compounds tested, so the mix of outcomes need not match the whole.

SMILES | aSyn yeast rescue
N#CCC(=O)N/N=C/c1cn(Cc2ccc(Cl)c(Cl)c2)c2ccccc12 | 4%
Cc1ccc(NC(=O)CSc2nc3ccccc3n2CC(=O)N2CCC(C)CC2)cc1C | -7%
COc1cccc2cc(C(=O)NCc3ccc(Cl)cc3)c(=O)oc12 | -6%
CCOc1ccc(S(=O)(=O)N2CCN(Cc3nc4ccc(C)cc4o3)CC2)cc1 | 2%
Cc1ccc(C(=O)CC2(O)C(=O)N(Cc3ccccc3F)c3ccccc32)cc1 (configuration not stated) | 3%
O=C(CCNC(=O)c1ccc(Br)cc1)NCc1ccccc1F | 4%
Cc1cc(NC(=O)CCC(=O)N(CC(=O)NCC2CCCO2)c2ccc(C(C)C)cc2)no1 (configuration not stated) | -4%
CC(=O)c1ccc(S(=O)(=O)Nc2ccc(-c3ccc(N4CCCCCC4)nn3)cc2)cc1 | -8%
Cc1cccc(NS(=O)(=O)c2nnc(NC(=O)c3ccccc3F)s2)c1 | -2%
O=C(c1ccco1)N1CCCC(c2nc3c(nnn3Cc3ccc(F)cc3)c(=O)[nH]2)C1 (configuration not stated) | -4%
CC#CCOCC1CNC(=O)O1 (configuration not stated) | -7%
O=C(O)c1cccc(S(=O)(=O)N2CCN(S(=O)(=O)c3ccc4ccccc4c3)CC2)c1 | 0%
C=CCNC(=O)CN1CCC(n2nnc3cc(C(F)(F)F)ccc32)CC1 | 9%
C#CCOc1ccc(/C=C2/C(=O)N(c3ccc(S(N)(=O)=O)cc3)N=C2C)cc1OC | -22%
Cc1cccc(N(C(=O)c2snc(C(N)=O)c2N)C(C(=O)NCc2ccccc2)c2ccncc2)c1 (configuration not stated) | -20%
Cc1ccc(CNC(=O)C2CCN(S(=O)(=O)c3ccc4nc5c(c(C(=O)O)c4c3)CC(C)CC5)CC2)cc1 (configuration not stated) | -4%
Cc1cc(C)n2nc(CNS(=O)(=O)c3cccc(Cl)c3)nc2n1 | -8%
CC1CCCCN1C(=O)COC(=O)C1CCN(S(=O)(=O)c2ccc(Cl)c(C(F)(F)F)c2)CC1 (configuration not stated) | 0%
CCc1nc(SCc2ccccn2)c2c(=O)n(C)c(=O)n(C)c2n1 | 4%
CC1=C(C(=O)Nc2cc(Cl)ccc2C)C2(CCCCC2)OC1=O | 4%
COC(=O)c1sc2ccccc2c1NC(=O)c1ccc(S(=O)(=O)N2CCCCC2)cc1 | 6%
CCOC(=O)C1=C(COC(=O)c2cccnc2Cl)NC(=O)NC1C (configuration not stated) | 3%
CCN(CC)C(=O)Cn1nnc2sc(-c3ccccc3)cc2c1=O | 1%
CC(=O)c1c(C)[nH]c(C(=O)Nc2cccc3ccccc23)c1C | 13%
COc1ccc(-n2c(=O)c3c(c4cc(OC)ccc4n3C)n(CC(=O)NCC3CCCO3)c2=O)cc1 (configuration not stated) | -9%
COc1ccccc1CC(=O)Nc1ccc2nc(N3CCC(C)CC3)cc(C)c2c1 | -4%
Cc1ccc(NC(=O)CSCC(=O)N=c2sccn2C)cc1 | 5%
N/C(=N\OC(=O)Cc1cccs1)c1cccc([N+](=O)[O-])c1 | 10%
Cc1ccc(-c2nn(CC(=O)NCc3ccccc3)c3c2cnc2ccc(F)cc23)cc1C | -3%
COc1cc(/C=C/c2ccc3cccc(O)c3n2)ccc1O | 9%
NS(=O)(=O)c1ccc(NC(=O)CSc2nc3ccccc3nc2N2CCOCC2)cc1 | -3%
CCOc1cccc(NC(=O)CSc2sc3c(O)cc(=O)[nH]c3c2C#N)c1 | -6%
COc1cccc(-c2csc(/C(C#N)=C/Nc3cc4oc5ccccc5c4cc3OC)n2)c1 | -3%
C=CCC(CC=C)(NC(=O)c1ccccc1C(=O)O)c1ccccc1 | 3%
CC(C)NS(=O)(=O)c1ccc(Br)c(C(=O)OC(C)C(=O)NC2CCCCC2C)c1 (configuration not stated) | -14%
Oc1c(C(c2cccs2)N2CCC3(CC2)OCCO3)sc2ncnn12 (configuration not stated) | -3%
O=C(CCCn1cc([N+](=O)[O-])cn1)Nc1ccc2c(c1)OCO2 | -9%
COc1ccc([N+](=O)[O-])cc1NC(=O)c1ccc(-n2nc(C)cc2C)cc1 | 6%
Cc1cc(C(F)F)n2ncc(C(=O)NCc3ccc(F)cc3)c2n1 | -6%
O=C(CSc1nccn1Cc1ccc2c(c1)OCO2)Nc1ccccc1F | 1%

Nothing new here: an excerpt of the list.
SMILES | aSyn yeast rescue
N#CCC(=O)N/N=C/c1cn(Cc2ccc(Cl)c(Cl)c2)c2ccccc12 | 4%
Cc1ccc(NC(=O)CSc2nc3ccccc3n2CC(=O)N2CCC(C)CC2)cc1C | -7%
COc1cccc2cc(C(=O)NCc3ccc(Cl)cc3)c(=O)oc12 | -6%
CCOc1ccc(S(=O)(=O)N2CCN(Cc3nc4ccc(C)cc4o3)CC2)cc1 | 2%

More results follow:
SMILES | aSyn yeast rescue
Cc1cc(=O)oc2cc(OCC(=O)Nc3ccc(O)c(C(=O)O)c3)ccc12 | -1%
CNc1ccc(-c2nc(-c3ccccn3)no2)cc1[N+](=O)[O-] | -9%
CCN(c1ccccc1)S(=O)(=O)c1nnc(NC(=O)c2ccccc2)s1 | -1%
Cc1ccc(C)c(N2CCN(C(=O)c3ccc4[nH]c(C)c(C)c4c3)CC2)c1 | ?
CC(C)OCC1CC(CC(=O)Nc2ccc([N+](=O)[O-])cc2)C(=O)O1 (configuration not stated) | -6%
O=C(CCCCn1c(=O)c2ccccc2n(Cc2ccc(F)cc2Cl)c1=O)NCCc1ccc(Cl)cc1 | 2%
NS(=O)(=O)c1cccc(C(=O)N2CCCc3ccccc32)c1 | -2%
O=c1cc(CO)occ1OCc1c(F)cccc1Cl | 1%
CC1CCCC(C)N1C(=O)/C=C/c1ccc(S(=O)(=O)N2CCOCC2)cc1 (configuration not stated) | 8%
CC(C(=O)NC1CCCC1)N1CCN(S(=O)(=O)c2ccccc2Cl)CC1 (configuration not stated) | -6%
Cc1ccc(Cc2nc3ccccc3nc2SCC(=O)N2CCN(c3ccccc3)CC2)cc1 | 3%
Cn1ccnc1SCC(=O)c1ccc2ccccc2c1 | 9%
CC(=O)C1(C)N(O)C(C)(C)C(c2cccs2)=[N+]1[O-] (configuration not stated) | -6%
Cc1ccc(SCC(=O)OCC(=O)N(CC(C)C)C2CCS(=O)(=O)C2)cc1C (configuration not stated) | -3%
COc1ccc(OCc2nnc(SCC(=O)N3CCCC3)o2)cc1 | -2%
Cc1cccc(NC(=O)CN2C(=O)C3CC=CCC3C2=O)c1C (configuration not stated) | 11%
Cc1cc(C)n(/C(=C\N(C)C)C(=O)c2cccc([N+](=O)[O-])c2)n1 | 10%
CCCN1CCN(C(=O)CCS(=O)(=O)c2cc3c(cc2Cl)NC(=O)CO3)CC1 | 3%
Cc1ccc(OCCNc2ccc(S(=O)(=O)N3CCCC3)cn2)cc1 | 3%
Cn1cc(S(=O)(=O)N2CCCCC2)cc1C(=O)N1CCN(c2ccc(F)cc2)CC1 | 1%

Some of these compounds in order of count of non-hydrogen atoms, lowest first:
SMILES | aSyn yeast rescue
Cn1ccnc1SCC(=O)c1ccc2ccccc2c1 | 9%
Cc1cc(C)n(/C(=C\N(C)C)C(=O)c2cccc([N+](=O)[O-])c2)n1 | 10%
COc1ccc(OCc2nnc(SCC(=O)N3CCCC3)o2)cc1 | -2%
CC(C(=O)NC1CCCC1)N1CCN(S(=O)(=O)c2ccccc2Cl)CC1 (configuration not stated) | -6%
CC1CCCC(C)N1C(=O)/C=C/c1ccc(S(=O)(=O)N2CCOCC2)cc1 (configuration not stated) | 8%
Cc1ccc(SCC(=O)OCC(=O)N(CC(C)C)C2CCS(=O)(=O)C2)cc1C (configuration not stated) | -3%

Next section.
SMILES | aSyn yeast rescue
O=C(N/N=C/c1cccnc1)c1cccc(Cl)c1 | -1%
O=c1c2cc3c(nc2ncn1Cc1ccccc1F)CCCC3 | 5%
COc1ccc(NC(=O)c2sc3nc4n(c(=O)c3c2C)CCC4)cc1Cl | -10%
CSc1nsc(SC)c1NC(=O)Nc1ccccc1C | 4%
CCOC(=O)N1CCN(C(=O)C2CCCN(c3ncnc4c3sc3cccc(F)c34)C2)CC1 (configuration not stated) | 5%
CCc1ccc2c(c1)c(=O)c(S(=O)(=O)c1ccc(F)cc1)cn2CC(=O)Nc1ccc(C)cc1C | 0%
Clc1cccc(-n2ncc3c(N4CCCCC4)ncnc32)c1 | 2%
CCOC(=O)C1(Cc2ccc(OC)cc2)CCN(C(=O)CCc2cnccn2)CC1 | -6%
CCOC(=O)c1ccc(NC(=O)CSc2nc3cc4ccccc4cc3[nH]2)cc1 | -3%
O=C(NCc1ccccc1)c1cc2ccc3cccnc3c2[nH]1 | 1%
CCOC(=O)c1c(C)[nH]c(C)c1S(=O)(=O)N(C)CC(=O)Nc1cc(Cl)ccc1OC | -5%
Cc1cc(NC(=O)Cn2c(=O)nc(-c3ccccc3F)c3cc(Cl)ccc32)ccc1Br | -10%
Cc1ccc(-c2noc(CCCC(=O)NCC3CCCO3)n2)cc1 (configuration not stated) | 4%
O=C(CN1CCC(Cc2ccccc2)CC1)N1CCc2ccccc2C1 | 2%
O=C(CCC1N=C2c3ccccc3N=C(SCc3cccc(F)c3)N2C1=O)NCc1ccc(F)cc1 (configuration not stated) | 6%
CCCS(=O)(=O)N1CC(=O)N(c2ccc(C)cc2)C(C)(C(=O)NC2CCCCCC2)C1 (configuration not stated) | -7%
COc1ccc(CNC(=O)CN2C(=O)C(c3ccccc3)Oc3cccnc32)cc1 (configuration not stated) | -6%
CC1CCN(C(=O)CSc2nc3c([nH]c4ccccc43)c(=O)n2-c2ccccc2)CC1 | -9%
COc1ccc(NC(=O)C2CCN(S(=O)(=O)c3c(C)noc3/C=C/c3ccc(C)cc3)CC2)cc1Cl | -5%
CCN(Cc1ccccc1)C(=O)CC(=O)N(CC)Cc1ccccc1 | -3%
CC1=C(C(=O)Nc2ccc(C)cc2C)C(c2ccc(Br)cc2)n2ncc(C(=O)Nc3cccc(C)c3)c2N1 (configuration not stated) | 0%
Cc1ccc(S(=O)(=O)NN2C(=O)/C(=C\c3ccc(Cl)cc3)SC2=S)cc1 | -9%
O=S(=O)(NCCn1ccc2ccccc21)c1ccccc1 | -3%
COc1ccccc1NS(=O)(=O)c1ccc(O)c(NC(=S)NCC2CCCO2)c1 (configuration not stated) | -5%
O=C(OCc1ccccc1)/C(=C/c1cccc2ccccc12)NC(=O)c1ccccc1 | -2%
COCC(=O)Oc1c(S(=O)(=O)c2ccccc2)c(C)nn1C(C)(C)C | 1%
Cc1ccc(-n2c(CCC(=O)O)ccc2-c2cccs2)cc1C | 8%
CCc1ccc(NCc2cc3ccc(OC)cc3n(CC(=O)Nc3ccc(C)c(Cl)c3)c2=O)cc1 | 5%
COc1ccc(F)cc1C(=O)C1CCCN(Cc2ccc(Oc3ncccn3)cc2)C1 (configuration not stated) | -5%
COc1ccc2c(c1)c1c(c(=O)n(-c3ccccc3C)c(=O)n1Cc1cccc(C(F)(F)F)c1)n2C | -4%
N#CCC(=O)Nc1ccc(C(=O)OCC(=O)N=c2sccn2Cc2ccccc2Cl)cc1 | -6%
COc1ccc(OC)c(N(C)S(=O)(=O)c2cc3c(cc2C)NC(=O)CO3)c1 | -5%
O=c1cnc2ccccc2n1Cc1ccccc1 | -6%
COc1cccc(CC(=O)OCC(=O)N(C)CC(=O)Nc2ccc(Cl)c(C(F)(F)F)c2)c1 | -8%
COc1cccc(OCC(O)CN2CCN(c3ccccn3)CC2)c1 (configuration not stated) | 1%
CCN(CC)CCCNC(=O)Cc1csc2nc(-c3ccc(Cl)cc3)cn12 | -2%
CCc1ccc(NC(=O)CN2C(=O)CC(c3ccccc3)Sc3ccccc32)cc1 (configuration not stated) | 3%
CCOc1ccccc1NC(=O)Cn1cc(C(=O)c2ccc(Cl)cc2)c(=O)c2ccc(C)nc21 | -3%
COc1ncnc2c1ncn2CCCN1CCN(Cc2cccc3ccccc23)CC1 | -5%
COCc1nnc(NC(=O)C2CC(=O)N(CCc3ccc(F)cc3)C2)s1 (configuration not stated) | 3%
Cc1ccc(NC(=O)Cn2c(=O)n(CC3CCC(C(=O)NC(C)C)CC3)c(=O)c3sccc32)cc1 (configuration not stated) | 1%
CC(C)(CN1CCc2ccccc2C1)NS(=O)(=O)c1ccc(Cl)cc1 | 4%
COc1ccccc1/C=N/NC(=O)CC(=O)NCc1ccccc1 | -1%
CCC(=O)N1CCc2cc(Br)cc(S(=O)(=O)CCC(=O)N(CC)CC)c21 | -3%
Cc1cc2nc[nH]c(=O)n2n1 | -9%
O=C(NCCS(=O)(=O)N1CCN(c2ccccc2)CC1)C1CCCC1 | -10%
COc1ccccc1NC(=O)c1ccc2[nH]c(C)cc(=O)c2c1 | -4%
COc1ccc(NS(=O)(=O)c2ccc3c(c2)CCC(=O)N3)cc1O | 1%
CSc1nn(CC(=O)Nc2ccc(C)cc2C)c(N)c1S(=O)(=O)c1ccc(Cl)cc1 | 2%
COc1ccc(NC(=O)CSc2cn(CC(=O)N3CCCCC3)c3ccccc23)c(OC)c1 | 5%
O=C(COCc1cc(-c2cccs2)on1)NCc1ccc(Cl)cc1 | -5%
CCCNC(=O)C1CCN(c2ncnc3c2nc2n3CCCCC2)CC1 | 1%
CCCc1nn2c(=O)cc(COC(=O)c3ccc(NC(=O)COc4ccccc4F)cc3)nc2s1 | -6%
CCOC(=O)c1sc2nc(NC(=O)COc3ccccc3)sc2c1C | -7%
COc1ccc(NC(=O)C2CCCN(S(=O)(=O)c3ccc4c(c3)CCCN4C(C)=O)C2)cc1 (configuration not stated) | -6%
Cc1c(Br)c(C(F)(F)F)nn1CC(=O)N(C)C1CCCCC1 | 14%

As entered above:
For aSyn yeast rescue, CCCNC(=O)C1CCN(c2ncnc3c2nc2n3CCCCC2)CC1 reads 1%
For aSyn yeast rescue, O=C(NCCS(=O)(=O)N1CCN(c2ccccc2)CC1)C1CCCC1 reads -10%
For aSyn yeast rescue, COc1ccccc1/C=N/NC(=O)CC(=O)NCc1ccccc1 reads -1%
For aSyn yeast rescue, O=C(COCc1cc(-c2cccs2)on1)NCc1ccc(Cl)cc1 reads -5%

Source: PubChem (National Center for Advancing Translational Sciences (NCATS))
